Compound activity: PubChem BioAssay, National Center for Advancing Translational Sciences (NCATS)
KAT2A inh: blocks human GCN5L2 histone acetyltransferase. Q92830. GCN5L2 HAT assay, ThioGlo1 CoA-SH fluorescence. Potency, µM (top dose mostly 58.9 µM), inactives show at the highest dose activity change, negative = inhibition, hits mostly inhibitors. 0.21% of 390,000 active. AID 504327
Target sequence (Q92830 whole entry, looked up): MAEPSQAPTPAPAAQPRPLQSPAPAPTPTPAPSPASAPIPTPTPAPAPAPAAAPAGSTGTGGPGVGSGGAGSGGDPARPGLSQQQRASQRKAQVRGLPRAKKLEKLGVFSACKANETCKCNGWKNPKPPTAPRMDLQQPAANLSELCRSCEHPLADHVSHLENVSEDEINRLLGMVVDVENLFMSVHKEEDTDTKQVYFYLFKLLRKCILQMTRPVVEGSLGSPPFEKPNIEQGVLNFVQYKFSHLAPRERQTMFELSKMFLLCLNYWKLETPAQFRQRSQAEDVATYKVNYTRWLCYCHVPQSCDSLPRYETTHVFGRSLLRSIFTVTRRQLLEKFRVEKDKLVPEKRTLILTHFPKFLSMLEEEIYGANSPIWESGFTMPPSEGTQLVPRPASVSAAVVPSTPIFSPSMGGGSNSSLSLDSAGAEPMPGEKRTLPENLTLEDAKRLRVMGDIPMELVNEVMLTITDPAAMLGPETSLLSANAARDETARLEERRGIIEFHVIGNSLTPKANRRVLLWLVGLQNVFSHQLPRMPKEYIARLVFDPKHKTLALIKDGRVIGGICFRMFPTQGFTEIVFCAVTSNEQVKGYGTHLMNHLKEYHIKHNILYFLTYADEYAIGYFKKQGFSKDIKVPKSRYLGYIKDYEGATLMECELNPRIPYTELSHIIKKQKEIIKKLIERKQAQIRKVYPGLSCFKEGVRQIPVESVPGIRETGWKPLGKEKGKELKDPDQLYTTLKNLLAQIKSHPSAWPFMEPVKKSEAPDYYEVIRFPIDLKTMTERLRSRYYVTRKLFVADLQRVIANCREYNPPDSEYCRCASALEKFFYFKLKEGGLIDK
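Compounds, pin-transferred from DMSO stocks, meet 20nM GCN5L2 for 15 min before the reaction begins with H3(1-25) peptide (75uM) and acetyl-CoA (70uM). Thiol-reactive ThioGlo1 reports CoA release over 20 min at room temperature.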
DT40 TDP1 CPT: growth inhibition of DT40 Tdp1-/-;hTDP1 cells with camptothecin (screen for TDP1 inhibitors); chicken DT40 Tdp1-/-;hTDP1 cells + 20 nM CPT, ATP luminescence, 48 h; Potency, µM (titrated, usually from 46.2 µM), inactives show at the top dose activity change, negative = growth inhibition, usual class: inhibitors; 12% of 420,000 active; AID 686979; also: nearly all actives have a fitted effect of over 55% in size
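Chicken DT40 Tdp1-/- cells stably complemented with human TDP1 were seeded at 400 cells/well in medium containing 20 nM camptothecin, exposed to pin-transferred compounds, and grown at 37 °C for at least 48 hr. Viability was read as ATP luminescence.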
TDP1 cell noCPT: qHTS for Inhibitors of human tyrosyl-DNA phosphodiesterase 1 (TDP1): qHTS in cells in absence of CPT | 15% of 420,000 active | Potency, µM (top dose mostly 46.2 µM), inactives show top-dose activity change, negative = growth inhibition, usual class: inhibitors | DT40 Tdp1-/- hTDP1 cells, no CPT, ATP luminescence, 48 h; also: nearly all actives have a fitted effect of over 55% in size
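Compound effects on proliferation are scored in DT40 Tdp1-/-;hTDP1 cells in the absence of CPT. ATP levels (CellTiter-Glo luminescence) are recorded after a ≥48 hr, 37 °C incubation.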
* marks the source's active call; other numbers are inactive results; ? = inconclusive; . = not tested or not shown; [ ] = another dose, or the depositor's remark. Calls follow the shape of the dose curve; as a rule, active = well fitted curve in the direction sought with a large enough effect; inconclusive = small, poorly fitted or top-dose-only effect, or another doubt; inactive = no such curve, though single readings can be large; an effect the other way counts as inactive or inconclusive. % is scaled to controls: 0 for no effect and ±100 for the full control effect; potency is read from the fitted curve at half-maximal effect. The list is partial (hit frequency here may not be typical).

Sample of the layout (four entries):
Structure	DT40 TDP1 CPT	TDP1 cell noCPT	KAT2A inh
O=C(Nc1ccccc1NC(=O)c1ccccc1F)c1ccccc1F	13%	-19%	-4%
Cc1ccc(N2CCN(C(=S)c3ccc(-c4cccc([N+](=O)[O-])c4)o3)CC2)cc1	-5%	-14%	9%
Cc1cccc2cc3c(N)c(C(=O)N4CCc5ccccc54)sc3nc12	3.7µM*	2.9µM*	-6%
CCC1(c2ccccc2)NC(=O)N(CC(=O)NC2CCCC2)C1=O (centres undefined)	7%	-16%	-5%

All compounds of this part, previewed entries included:
Structure	DT40 TDP1 CPT	TDP1 cell noCPT	KAT2A inh
O=C(Nc1ccccc1NC(=O)c1ccccc1F)c1ccccc1F	13%	-19%	-4%
Cc1ccc(N2CCN(C(=S)c3ccc(-c4cccc([N+](=O)[O-])c4)o3)CC2)cc1	-5%	-14%	9%
Cc1cccc2cc3c(N)c(C(=O)N4CCc5ccccc54)sc3nc12	3.7µM*	2.9µM*	-6%
CCC1(c2ccccc2)NC(=O)N(CC(=O)NC2CCCC2)C1=O (centres undefined)	7%	-16%	-5%
COc1ccccc1CC(=O)N(Cc1ccccc1)c1cccc(C)c1	?	?	-7%
N#CCCn1cc(/C=N/O)c(-c2ccc(F)cc2)n1	6%	-8%	-7%
O=C(Nc1nnc([C@H]2C[C@H](O)[C@@H](CO)O2)s1)Nc1cccc2c1CCCC2	-2%	-8%	.
Cc1ccc(C(=O)CCC(=O)OCC(=O)Nc2cc(S(=O)(=O)N(C)C)ccc2C)cc1	3%	-5%	.
COc1ccc(NC(=O)COc2ccccc2)cc1NC(=O)c1ccco1	?	?	-3%
CCN(CC(=O)Nc1cccc(OC)c1)C(=O)c1ccc(C)s1	-13%	-23%	3%
O=C(CNC(=O)c1cccc(F)c1)N/N=C/c1cc(Br)ccc1OC(=O)/C=C/c1ccco1	7.3µM*	3.7µM*	-15%
CCOC(=O)C(C)(C)N(Cc1ccc(C)cc1)S(=O)(=O)c1ccc(Cl)c([N+](=O)[O-])c1	15µM*	13µM*	-14%
COc1ccc(-n2ccc(=O)c(C(=O)Nc3ccc(S(=O)(=O)Nc4nccs4)cc3)n2)cc1	-23%	-6%	-26%
CCC(=O)O/N=C(\N)c1ccc(Oc2cc(C)c(Cl)c(C)c2)c([N+](=O)[O-])c1	-13%	?	-4%
CCc1ccc(N2CC(C(=O)OCC(=O)Nc3ccccc3C)CC2=O)cc1 (centres undefined)	-21%	13%	-15%
COc1ccc(N2C(=O)/C(=C\c3ccco3)N=C2SCC(=O)NC(C)C)cc1Cl	8%	-1%	-19%
CCCNS(=O)(=O)c1ccc(CCC(=O)N2CCCCC2)cc1	?	?	0%
CC(Sc1nn(-c2ccc(F)cc2)c(=S)s1)C(=O)c1c(N)n(C)c(=O)n(C)c1=O (centres undefined)	?	13µM*	-9%
O=C(O)C1CC=CCC1C(=O)NCCCCc1ccccc1 (centres undefined)	6%	9%	-9%
COc1cc(O)c(C(CC(=O)N2CCOCC2)c2cc(OC)c(OC)c(OC)c2)c(OC)c1 (centres undefined)	5%	-1%	2%

4 entries picked at random from those above, as already listed:
Structure	DT40 TDP1 CPT	TDP1 cell noCPT	KAT2A inh
CCN(CC(=O)Nc1cccc(OC)c1)C(=O)c1ccc(C)s1	-13%	-23%	3%
N#CCCn1cc(/C=N/O)c(-c2ccc(F)cc2)n1	6%	-8%	-7%
O=C(O)C1CC=CCC1C(=O)NCCCCc1ccccc1 (centres undefined)	6%	9%	-9%
Cc1ccc(C(=O)CCC(=O)OCC(=O)Nc2cc(S(=O)(=O)N(C)C)ccc2C)cc1	3%	-5%	.

Next part.
Structure	DT40 TDP1 CPT	TDP1 cell noCPT	KAT2A inh
Cc1noc(NS(=O)(=O)c2ccc(NC(=O)c3cc(S(=O)(=O)Nc4ccc(F)cc4)ccc3Cl)cc2)c1C	-17%	-2%	.
O=[N+]([O-])c1ccc(N/N=C/c2sc(N3CCOCC3)nc2-c2ccccc2)c(S(=O)(=O)Nc2ccc(Cl)cc2)c1	1.6µM*	1µM*	-1%
COCCn1c(=O)[nH]c2cc(C(=O)NCCN3CCN(c4ccc(OC)cc4)CC3)ccc2c1=O	-27%	?	-7%
COCCn1nnnc1C(c1ccc2ncccc2c1)N1CCc2ccccc21 (centres undefined)	-19%	-2%	-4%
CCNC(=S)NNC(=O)c1cc(-c2cccnc2)nc2ccccc12	3%	-26%	-2%
C/C(CC(=O)Nc1c(Cl)cccc1C(F)(F)F)=N\NC(=O)c1cnccn1	?	3%	.
Nc1c(C(=O)NCc2ccc(Cl)cc2)sc2nc(-c3ccc(F)cc3)ccc12	18µM*	21µM*	?
Cn1c(=O)c(-c2cccc(C#N)c2)nc2cnc(Oc3ccccc3)nc21	7%	24%	-5%
Cc1ccc(-n2ccc(=O)c(C(=O)Nc3ccc(S(=O)(=O)Nc4nccs4)cc3)n2)cc1	-26%	-28%	-14%
C(#Cc1ccc(C#CCN2CCCC2)cc1)CN1CCCC1	?	21µM*	3%
COc1cccc(-c2n[nH]c3c2C(c2cccc(O)c2)N(C)C3=O)c1 (centres undefined)	?	?	-6%
CCc1nnc(NC(=O)CSc2nc3c([nH]c4ccccc43)c(=O)n2-c2ccc(F)cc2)s1	-20%	?	5%
FC(F)(F)c1nnc2c(Sc3ccccc3)nc3ccc(Cl)cc3n12	0.65µM*	0.58µM*	-3%
Cc1ccc(C(C)CCN2CCOc3ccc(CN4CCOCC4)cc3C2)o1 (centres undefined)	0%	-16%	.
COC(=O)N/N=C/c1cn(CCOc2ccc(OC)cc2)c2ccccc12	?	?	-6%
Cc1ccc(NC(=O)CCc2nc3ccccc3[nH]2)cc1C	-18%	25%	17%
Cc1cc(N2CCOCC2)n2nc(C(F)(F)F)c(-c3ccccc3)c2n1	-4%	-7%	0%
CSc1ccccc1NC(=O)COC(=O)Cn1cc(C(F)(F)F)ccc1=O	?	?	2%
COc1cc(=O)n2c(c1C(=O)NCc1ccco1)CCN(Cc1cc3ccccc3[nH]1)CC2	-3%	-5%	.
Cc1ccc(S(=O)(=O)Oc2ccc(/C=N/N=C3/NC(=O)C(CC(=O)O)S3)cc2)cc1 (centres undefined)	-13%	-9%	-8%

Next part
Structure	DT40 TDP1 CPT	TDP1 cell noCPT	KAT2A inh
O=C1N2CN(C(c3ccccc3)c3ccccc3)CN=C2SC1(CO)CO	?	?	-5%
C[C@@]12CCC(OC(=O)c3ccccc3)CC1CCc1ccccc12 (some centres undefined)	-122%	9%	-5%
COc1cccc(NC(=O)CCNC(=O)C2CCN(S(=O)(=O)c3ccc(F)cc3)CC2)c1	-14%	-1%	-3%
Cc1cc(Nc2ccccc2)nc(N)n1	-6%	-16%	0%
Cc1cccc(NC(=S)NC(=O)c2cc(-c3ccccc3)nc3ccccc23)c1	20µM*	?	-16%
COc1ccc(CCN(Cc2cccs2)S(=O)(=O)c2ccc(-n3cnnn3)cc2)cc1OC	12µM*	?	-7%
CCN(CC)CCCNC(=O)c1ccc2c(=O)n(Cc3ccc4c(c3)OCO4)c(=S)[nH]c2c1	?	?	-6%
COc1ccc(-c2nc3c4ccccc4ccn3c2Cc2cccc(F)c2)cc1OC	?	?	.
O=C(CS(=O)(=O)c1ccc2ccccc2c1)Nc1ccccc1Cl	5%	15%	9%
O=c1cc(CN2CCc3ccccc32)nc2sccn12	-13%	0%	-9%
CCOc1cc(/C=N/N=C2/NC(=O)C(CC(=O)O)S2)ccc1OCc1ccccc1Cl (centres undefined)	23%	3%	-14%
Cc1ccc(S(=O)(=O)/N=C2/NC(=O)/C(=C\c3ccco3)S2)cc1	-23%	-30%	4%
CCCC(=O)Nc1ccccc1NC(=O)C1CCCCC1	7%	6%	0%
CC(=O)Nc1cccc(NC(=O)c2cccc(OCc3ccccc3)c2)c1	21µM*	18µM*	-16%
Cc1ccc(NC(=O)N2CCCCCC2)cc1C	-2%	24%	1%
Cc1ccc2c(c1)c1nnc(SCC(=O)N3CCCc4ccccc43)nc1n2CC(=O)O	-29%	-25%	0%
CCOC(=O)CCc1c(C)c(C#N)c2nc3ccccc3n2c1-n1ccnc1	-26%	-6%	1%
Cc1ccccc1NC(=O)c1nn(-c2ccc(F)c(F)c2)ccc1=O	-1%	1%	-7%
O=C1NC[C@H](Cc2ccccc2)N(CC2CCCCC2)C1=O	-18%	-27%	-6%
O=S(=O)(CCn1cccc1)CCn1cccc1	-1%	-12%	3%

(listing goes on)
Structure	DT40 TDP1 CPT	TDP1 cell noCPT	KAT2A inh
Cn1c(CN2CCN(CC#N)CC2)c(C#N)c2ccccc21	-20%	-25%	2%[0.501 µM]
O=C1NC[C@H](CCCCN2C[C@H](Cc3ccc(O)cc3)N(CCC3CCCCC3)C(=O)C2=O)N(CCc2ccc(O)cc2)C1=O	0%	4%	.
CCCCNC(=O)[C@@H]1CSC2c3ccc(OC)c(OC)c3C(=O)N21 (some centres undefined)	-13%	20%	-1%
CCn1c(SCC(=O)c2ccc(NC(C)=O)c(OC)c2)nnc1-c1ccc(NS(C)(=O)=O)cc1	-24%	-4%	3%
CCN1C(=O)CS/C1=N\c1nccs1	5%	-2%	-7%
N#C/C(=C\Nc1ccc(Cl)cn1)S(=O)(=O)c1ccccn1	-2%	2%	-1%
O=C(O)CCS(=O)(=O)c1nc(-c2cccs2)cc(C(F)(F)F)n1	10µM*	15µM*	-6%
CCOC(=O)CNC(=S)N(CCCN1CCCC1)Cc1cccs1	5%	-3%	-3%
CS(=O)(=O)c1ccc(C(=O)Nc2ccc(S(=O)(=O)N3CCCCC3)cc2)cc1	?	?	-3%
CCOc1ccc(-c2cc3c(=O)n(CC(=O)NCc4ccc(F)cc4)ccn3n2)cc1	-13%	-5%	5%
O=C(Cn1ncc2c3ccccc3n(Cc3ccccc3)c2c1=O)NCCCN1CCCC1	?	?	-7%
O=C(Nc1nc2ccccc2c(=O)s1)c1ccco1	-30%	?	-18%
CCCCC(NC(=O)c1ccc(C#N)cc1)C(=O)NCCC (centres undefined)	-23%	-20%	1%
CCCN(C(=O)COc1cc(=O)n(CC)c2ccccc12)c1ccc(C(C)C)cc1	16µM*	10µM*	-5%
COc1cc(-c2ccc3oc(-c4ccsc4)c(C#CC4(O)CCCCC4)c3c2)cc(OC)c1OC	?	?	.
Cc1ccc(Cc2nc(-c3cccnc3)no2)cc1	7%	-23%	-3%
N#CCSc1nnc(CNc2cccc(Cl)c2)o1	-4%	0%	-1%
O=C(NCc1ccccc1)c1ccc(CN2CCC(Cc3ccccc3)CC2)cc1	?	?	37%[activator]
O=S(=O)(CCc1nc2ccccc2o1)c1ccc2ccccc2c1	-6%	-19%	1%
COC(=O)c1ccc(C(=O)NN)cc1	1%	0%	1%

Complete entries, quoted from the list. Order of screens: DT40 TDP1 CPT, TDP1 cell noCPT, KAT2A inh
Results for N#CCSc1nnc(CNc2cccc(Cl)c2)o1 = -4%, 0%, -1%
Results for CCN1C(=O)CS/C1=N\c1nccs1 = 5%, -2%, -7%

Additional entries
Structure	DT40 TDP1 CPT	TDP1 cell noCPT	KAT2A inh
Cc1ccccc1OCC(=O)OCC(=O)N1CCc2ccccc21	8%	7%	-26%
Cn1c(=O)c2c(SCC(=O)NCC3CCCO3)nc(CC(C)(C)C)nc2n(C)c1=O (centres undefined)	-18%	-2%	-3%
O=[N+]([O-])c1cccc(COc2ccc(CN3CCCC3)cc2)c1	?	?	.
CCCn1c(=O)c2c(nc3n2CCCN3CCc2ccc(OC)c(OC)c2)n(C)c1=O	?	?	-7%
O=C(NCc1ccccn1)c1ccccc1OCc1ccccc1Cl	?	?	.
O=C(CCNS(=O)(=O)c1cccc2nonc12)NCc1cccs1	-14%	-23%	2%
CCCCCN1C=CC(=C2C(=O)c3ccccc3C2=O)C=C1	13µM*	?	-22%
CC(C)C[C@H](NC(=O)C1CC(=O)N(c2ccc(F)cc2)C1)C(=O)N1CCCCC1 (some centres undefined)	2%	-6%	4%
O=C(c1ccco1)N1CCN(S(=O)(=O)Cc2ccccc2Cl)CC1	-15%	0%	-21%
COc1ccc(NC(=O)c2cc(-c3cccs3)on2)c(OC)c1	12%	?	0%

Taken from above.
KAT2A inh, `CC(Sc1nn(-c2ccc(F)cc2)c(=S)s1)C(=O)c1c(N)n(C)c(=O)n(C)c1=O` (centres undefined) reads -9%
DT40 TDP1 CPT, `Cc1ccc(S(=O)(=O)Oc2ccc(/C=N/N=C3/NC(=O)C(CC(=O)O)S3)cc2)cc1` (centres undefined) reads -13%
DT40 TDP1 CPT, `O=C1NC[C@H](CCCCN2C[C@H](Cc3ccc(O)cc3)N(CCC3CCCCC3)C(=O)C2=O)N(CCc2ccc(O)cc2)C1=O` reads 0%
TDP1 cell noCPT, `Cn1c(=O)c(-c2cccc(C#N)c2)nc2cnc(Oc3ccccc3)nc21` reads 24%
